Assay outcomes deposited in PubChem BioAssay by National Center for Advancing Translational Sciences (NCATS).
LMNA splice mod = changes lamin A minigene splicing in HeLa cells. AID 1487. Potency, µM (highest dose often 46.1 µM), for inactives: top-dose ratio change, negative = inhibition, usual class: inhibitors. HeLa LMNA splicing GFP/RFP minigene ratio, 48 h. actives 0.01% (n = 200,000); active = well fitted inhibition curve with a large enough effect in the signal ratio, with a control signal flat, not every such curve was filed as active; inconclusive = small, poorly fitted or top-dose-only effect, or effect the other way, or a change in a side signal; the % refers to the signal ratio; also: potency is read from the fitted curve at half-maximal effect; % is scaled to controls: 0 for no effect and ±100 for the full control effect
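Read-out is the ratio of GFP to DsRed2 object intensity, acquired by 488 nm laser-scanning cytometry on HeLa lamin A-EGFP minigene reporter cells. Compound incubation 48 hrs at 37 °C in Opti-MEM with 2% FBS; DMSO 0.5% final.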
HTT ATP protect = Huntington cell model cytoprotection by ATP luminescence. PC12 HTT-Q103 induced, cytoprotection, ATP luminescence, 40 h. Potency, µM (highest dose often 56.4 µM), without a hit: cytoprotection (ATP increase), actives largely listed as activators. actives 0.14% (n = 230,000). AID 1471;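 also: potency is read from the fitted curve at half-maximal effect; % of control where 0% means no effect; nearly all actives have a fitted effect of over 45% in size; toxic huntingtin expression switched on by the ecdysone agonist tebufenozide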
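ATP quantification (ATPlite) reports survival of PC12 cells in which tebufenozide, 100 nM final, switches on Htt exon 1 with 103 glutamines linked to GFP; compounds are titrated.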
SMN2 splice up = SMN2 splice variant enhancement. AID 1458. Potency, µM (doses to about 46.1 µM), inactives show at the top dose activity change, positive = activation, usual class: activators. actives 2.8% (n = 210,000). HEK293 SMN2-luciferase splicing reporter, luminescence, 30-36 h; also: potency is read from the fitted curve at half-maximal effect; % of control where 0% means no effect; nearly all actives have a fitted effect of over 55% in size
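qHTS luciferase splicing reporter: luminescence rises when SMN2 exon 7 is included in transfected HEK293 cells. Compound exposure lasted 30-36 h at 37C, with 4.5 mM final sodium butyrate as control, followed by a ONE-Glo read.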
Luc counter = counter-screen: inhibitors of Kinase-Glo firefly luciferase. Q27757. Kinase-Glo luciferase, ATP luminescence, 8 min. Potency, µM (doses to about 38.3 µM), without a hit: top-dose activity change, negative = inhibition, usual class: inhibitors. actives 0.28% (n = 200,000). AID 1379; also: potency is read from the fitted curve at half-maximal effect; % is scaled to controls: 0 for no effect and ±100 for the full control effect; nearly all actives have a fitted effect of over 60% in size
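Substrate mix (final 50 mM imidazole pH 7.2, 50 mM KCl, 7 mM MgCl2, 10 uM ATP, 0.01% Tween 20, 0.05% BSA) plus pin-tool compound, then Kinase-Glo detection mix; 8 min ambient, luminescence read.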
CBFb-RUNX1 inh = CBF-beta/RUNX1 interaction disruption; Q01196+Q13951; AlphaScreen CBFb-His/RUNX1-biotin binding, biochemical; Potency, µM (highest dose often 59.8 µM), for inactives: at the top dose activity, negative = inhibition, hits mostly inhibitors; 230,000 tested, under 10 active; AID 1477; also: % of control where 0% means no effect
Target sequence (Q01196 whole entry, looked up): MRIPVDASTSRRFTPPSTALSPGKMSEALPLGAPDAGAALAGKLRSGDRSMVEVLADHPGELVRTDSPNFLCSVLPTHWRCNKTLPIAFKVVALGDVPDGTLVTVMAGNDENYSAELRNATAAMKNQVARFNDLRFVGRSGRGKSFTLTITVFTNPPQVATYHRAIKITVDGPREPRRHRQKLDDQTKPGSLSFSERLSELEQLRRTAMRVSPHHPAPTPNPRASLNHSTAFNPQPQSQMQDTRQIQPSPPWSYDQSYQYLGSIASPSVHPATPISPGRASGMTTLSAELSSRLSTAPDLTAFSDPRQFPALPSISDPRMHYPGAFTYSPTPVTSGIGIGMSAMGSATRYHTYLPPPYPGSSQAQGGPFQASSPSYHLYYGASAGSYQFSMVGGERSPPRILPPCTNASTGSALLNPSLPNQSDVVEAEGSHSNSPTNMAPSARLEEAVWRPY
Target sequence (Q13951 whole entry, looked up): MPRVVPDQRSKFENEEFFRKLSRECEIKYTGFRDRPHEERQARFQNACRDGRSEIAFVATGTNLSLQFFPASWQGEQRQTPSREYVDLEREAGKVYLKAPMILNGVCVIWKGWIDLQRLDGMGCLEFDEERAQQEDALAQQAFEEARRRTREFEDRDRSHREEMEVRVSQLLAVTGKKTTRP
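AlphaScreen binding: CBFb-His and RUNX1-biotin (30 nM each) preincubated 20 min, compound added for 15 min, then nickel and streptavidin beads for 90 min, all at room temperature. Disruption of the interaction by any mechanism counts as activity.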
IMPase Li inh = membrane-permeable IMPase blocker, potentiated with lithium; CHO-M1 cells, IP1 TR-FRET (IP-One), carbachol + lithium; Potency, µM (doses to about 59.4 µM), inactives show at the highest dose activity, negative = IMPase inhibition, hits mostly inhibitors; actives 0.35% (n = 210,000);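 also: IP1 builds up when IMPase is blocked and the TR-FRET signal falls; potency is read from the fitted curve at half-maximal effect; plate controls were basal vehicle for no effect and high inhibitor control for full effect; nearly all actives have a fitted effect of over 50% in size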
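Lithium-sensitised IP1 accumulation assay; M1-expressing CHO cells treated 30 min at 37C with compound. Competitive antibody detection by time-resolved FRET followed a 10 min room-temperature lysis step.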
HttQ103 aggreg = inhibitors of mutant huntingtin aggregate formation in PC12 cells; PC12 HttQ103-GFP aggregates, Acumen cytometry, 40 h; Potency, µM (series often up to 46.1 µM), for the others: at the highest dose activity change, negative = inhibition, most hits filed as inhibitors; actives 1.1% (n = 220,000); also: potency is read from the fitted curve at half-maximal effect; % is scaled to controls: 0 for no effect and ±100 for the full control effect; nearly all actives have a fitted effect of over 60% in size
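PC12/HTTQ103-GFP, ecdysone-inducible; teb 100 nM; cpd qHTS titration; GFP aggregates read on laser cytometer, Ex 488/Em 500-530 nm.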
Numbers without * were called inactive; u = inconclusive; x = not tested or not shown; [ ] = dose if it differs, or a comment. Unless noted, calls follow the shape of the dose curve; as a rule, active = well fitted curve in the direction sought with a large enough effect; inconclusive = small, poorly fitted or top-dose-only effect, or another doubt; inactive = no such curve, though single readings can be large; an effect the other way counts as inactive or inconclusive.

SMILES	LMNA splice mod	HTT ATP protect	SMN2 splice up	Luc counter	CBFb-RUNX1 inh	IMPase Li inh	HttQ103 aggreg
Cc1ccc(N(C(C)C(=O)NCc2ccncc2)S(C)(=O)=O)cc1C (centres undefined)	2%[9.22 µM]	-11%	1%	-4%	-7%	2%	1%
CCN(c1ccccc1)S(=O)(=O)c1ccc(Cl)c(C(=O)NCC2CCCO2)c1 (centres undefined)	x	-2%	x	x	-2%	4%	1%
Cc1ccc2c(c1)nnn2C1CCN(S(=O)(=O)c2ccc3ccccc3c2)CC1	u	2%[1.9 µM]	-24%	0%	2%	10%	-6%
CC(C)Cc1ccc(/C=C/C(=O)N2CCCCC2)cc1	x	-34%[inhibitor]	11µM*	-4%	0%	6%	-31%
CC1CC(C)CN(S(=O)(=O)N2CCC(C(=O)NCCC3=CCCCC3)CC2)C1 (centres undefined)	x	-10%	2%	3%	11%	-4%	-18%
COc1c2ccoc2nc2c(OC)c(OCC(OC(C)=O)C(C)(C)O)ccc12 (centres undefined)	x	-6%[10 µM]	x	x	11%	-6%	-15%[9.22 µM]
COc1ccc(-c2cc(NCCc3ccncc3)n3ncnc3n2)cc1	-2%	-3%	x	-2%	0%	35%[activator][38.3 µM]	8%
Cc1nn(C(C)C(=O)N2CCc3ccccc3C2)c(=O)c2cc3occc3n12 (centres undefined)	10%	0%	-5%	2%	-27%	-6%[38.3 µM]	u
N#Cc1cc([N+](=O)[O-])c(-n2nnc3ccccc32)c([N+](=O)[O-])c1	12%	13%	-4%	1%	-1%	6%[38.3 µM]	8%
CCNc1nc(Oc2ccc(C(=O)OCC)cc2)nc(N2CCOCC2)n1	x	-11%	14%	3%	16%	13%	-6%
COc1ccc(/C(CC2OC(=O)c3ccccc32)=N\NC(N)=O)cc1 (centres undefined)	-15%[46 µM]	-2%	-5%	-1%	2%	-6%	17%
CCc1cc2c(=O)c(-c3nc4ccccc4[nH]3)coc2c(CN2CCCCC2)c1O	x	-10%[10 µM]	x	x	-2%	x	-20%[9.22 µM]

Profiles, looked up by structure. Values in the order: LMNA splice mod | HTT ATP protect | SMN2 splice up | Luc counter | CBFb-RUNX1 inh | IMPase Li inh | HttQ103 aggreg
COc1ccc(/C(CC2OC(=O)c3ccccc32)=N\NC(N)=O)cc1 (centres undefined) as listed: -15%[46 µM] | -2% | -5% | -1% | 2% | -6% | 17%
CCN(c1ccccc1)S(=O)(=O)c1ccc(Cl)c(C(=O)NCC2CCCO2)c1 (centres undefined) as listed: x | -2% | x | x | -2% | 4% | 1%
CC(C)Cc1ccc(/C=C/C(=O)N2CCCCC2)cc1 as listed: x | -34%[inhibitor] | 11µM* | -4% | 0% | 6% | -31%
Cc1nn(C(C)C(=O)N2CCc3ccccc3C2)c(=O)c2cc3occc3n12 (centres undefined) as listed: 10% | 0% | -5% | 2% | -27% | -6%[38.3 µM] | u
CCc1cc2c(=O)c(-c3nc4ccccc4[nH]3)coc2c(CN2CCCCC2)c1O as listed: x | -10%[10 µM] | x | x | -2% | x | -20%[9.22 µM]

Later entries
SMILES	LMNA splice mod	HTT ATP protect	SMN2 splice up	Luc counter	CBFb-RUNX1 inh	IMPase Li inh	HttQ103 aggreg
O=C(CN1CCC(Cc2ccccc2)CC1)NC(=O)NC1CCCCC1	u	-38%[inhibitor]	-17%	-1%	7%	1%	u
Cc1onc(-c2ccccc2Cl)c1C(=O)N1CCCc2ccccc21	5%	12%	4%	-7%	6%	-1%[38.3 µM]	-7%
Nc1nc(CN2CCN(Cc3ccc4c(c3)OCO4)CC2)nc(Nc2ccccc2)n1	-10%	19%[10 µM]	4%	-1%	2%	11%[38.3 µM]	3%
O=C(COc1ccc([N+](=O)[O-])cc1)N(Cc1ccccc1)Cc1ccccc1	u	-15%[10 µM]	-48%[inhibitor]	2%	-1%	14%	-29%
CCC(=O)Nc1cc(-c2nn(C)c(=O)c3ccccc23)ccc1N1CCOCC1	4%	-14%	14%	-3%	-2%	19%[38.3 µM]	-3%
C=CCN1C(=O)C(CC(=O)Nc2ccc(OCCC)cc2)N(CCCN2CCN(Cc3ccccc3)CC2)C1=S (centres undefined)	x	-157%[inhibitor]	-16%	4%	-3%	-3%	u
CC(C)C(=O)Nc1ccc(-c2nc3ccccc3c(=O)o2)cc1	2%[46 µM]	-31%[10 µM]	x	-9%	6%	8%	16%[9.22 µM]
CCOC(=O)c1c2n(c3ccc(OC(C)=O)cc13)CCC2	-2%	-37%	-7%	2%	-1%	3%[38.3 µM]	6%
Cc1noc(/C=C/N(C)C)c1S(=O)(=O)N1CCCC(C(=O)NCc2ccccc2Cl)C1 (centres undefined)	-2%	-6%[10 µM]	-13%	2%	-3%	5%	24%
Cn1nc(C(F)(F)F)c(C#N)c1N1CCN(c2ccccn2)CC1	7%[46 µM]	-11%	-12%	0%	-3%	10%	-27%
COc1ccc(S(=O)(=O)c2nnn(-c3ccccc3Cl)c2N)cc1	x	-16%	-47%[inhibitor]	1%	1%	1%	-19%
COc1ccc(S(=O)(=O)N(CC(C)C)CC(C)C)c2cccnc12	1%	15%	-3%	-5%	-7%	14%[38.3 µM]	-14%
CC(C)COC(=O)CCNc1n[nH]c(=O)[nH]c1=O	6%	2%	-3%	2%	3%	33%[activator][38.3 µM]	-15%
CCC(C)C(NC(C)=O)C(=O)NC(=O)NC(c1ccccc1)c1ccccc1 (centres undefined)	-4%	-2%	u	-3%	-1%	14%[38.3 µM]	-1%
COc1ccc2c3c1OC1CC(O)C=C[C@@]31CCN(C)C2 (some centres undefined)	x	u	9%	-4%	13%	13%	x
CSc1cccc(NC(=O)c2ccco2)c1	3%	2%	-7%	-2%	8%	-4%[38.3 µM]	-11%
CCOC(=O)c1[nH]c2c(c1C)C(=O)CC(c1ccco1)C2 (centres undefined)	u	-45%[inhibitor]	-14%	2%	-20%	19%[38.3 µM]	u
CCC(=O)Nc1cccc(C(=O)OCC(=O)c2ccccc2Cl)c1	8%[0.0737 µM]	-5%	26%	-1%	4%	-9%[38.3 µM]	-13%
NNC(=O)C1CC1c1ccc(Cl)cc1 (centres undefined)	-10%	x	-4%	-1%	-18%	5%	-2%
CCOC(=O)N1CCC(NC(=O)Cn2c3ccccc3c3cn[nH]c(=O)c32)CC1	-3%	1%	x	0%	4%	37%[38.3 µM]	5%
CNC(=O)c1cc(C(=O)c2ccccc2C(F)(F)F)c[nH]1	19%[46 µM]	u	-9%	4%	5%	2%	-12%
O=C(Cc1ccc(Br)cc1)N1CCN(c2ccccn2)CC1	-3%	19%[10 µM]	17%	1%	-2%	-2%	-14%
COc1ccccc1C(c1nnnn1CCc1ccccc1)N1CCN(c2ccccc2)CC1 (centres undefined)	-3%	-3%	-29%	-1%	4%	13%[38.3 µM]	-4%
CNC(=S)N1N=C(c2ccc(Br)cc2)CC1c1ccc(N(C)C)cc1 (centres undefined)	u	0%	8%	0%	x	-6%	-1%
COCCN(C(=O)/C=C/c1ccccc1)c1nnc(-c2cccnc2)s1	x	-9%	-18%	4%	16%	-13%	7%
Cc1ccsc1/C=N/N1CCN(C2c3ccccc3-c3ccccc32)CC1	17%[0.0737 µM]	-1%	-14%	-2%	-5%	0%[38.3 µM]	-10%
O=C(C1CCN(S(=O)(=O)c2cccc3cccnc23)CC1)N1CCN(c2ccc(Cl)cc2)CC1	-11%	-21%	-84%[inhibitor]	3%	-9%	16%[38.3 µM]	u
CC(C)CCN(C(=O)CNC(=O)c1cccs1)C(C(=O)NC1CCCC1)c1ccncc1 (centres undefined)	-3%[9.22 µM]	-9%	1%	1%	3%	-1%	2%
CCOc1ccc(C(=S)N2CCOCC2)cc1OCC	14%	-16%	12%	5%	2%	9%[38.3 µM]	6%[1.84 µM]
O=C(Cn1nc(-c2ccc(Cl)cc2)c2ccccc2c1=O)Nc1cccnc1	-20%	-11%	-2%	3%	-6%	32%[38.3 µM]	23%
O=C(Nc1ccc2c(c1)OCO2)c1sc2cc(Cl)ccc2c1Cl	-4%	1%[10 µM]	-4%	0%	4%	u	11%
O=S(=O)(/N=C/c1ccccc1O)c1cccs1	-5%	1%[10 µM]	4%	0%	9%	-8%[38.3 µM]	21%[9.22 µM]
Cc1ccccc1C(=O)NC(=S)NCC1CCCO1 (centres undefined)	1%	5%	14%	-3%	u	14%[38.3 µM]	20%
O=C(NCC1CCCO1)c1ccc(COc2ccc(F)cc2)o1 (centres undefined)	1%	-4%	u	-1%	4%	30%[38.3 µM]	-11%
Cc1cc(C)cc(NC(=O)Nc2ccc(N3CCCCC3)cc2)c1	x	13%[10 µM]	x	x	-20%	x	17%[9.22 µM]
COC(=O)c1ccc(N2CCOCC2)c(NC(=O)Nc2cccc(OC)c2)c1	-16%	15%[10 µM]	-16%	-2%	-9%	5%	7%
CC(C)N(C(=O)NC(=O)Nc1ccccn1)S(C)(=O)=O	-3%	2%[10 µM]	12%	3%	-5%	0%	28%
O=C(/C=C/c1ccccc1[N+](=O)[O-])NCC1CCCO1 (centres undefined)	-16%	15%[10 µM]	0%	-1%	3%	4%	-4%
c1ccc(-c2nnc(CN3CCN(C(c4ccccc4)c4ccccc4)CC3)o2)cc1	x	-22%	12%	-3%	-2%	16%	17%
CCCCN(CCCC)CC(O)Cn1c2ccccc2c(=O)c2ccccc21 (centres undefined)	x	-6%[10 µM]	x	x	16%	x	-13%[9.22 µM]
CCCCNC(=S)NNC(=O)c1csc(C)c1CC	u	15%[10 µM]	u	1%	1%	2%	12%
O=C(O)CC12C[C@H]3C[C@@H](C1)CC(n1ncc(N4CCN(c5ccccc5)CC4)c(Cl)c1=O)(C3)C2	-8%	-5%[10 µM]	9%	0%	0%	1%	0%
COc1cc(C(=O)N2CCN(c3cc(Cl)ccc3Cl)CC2)cc(OC)c1OC	u	-63%[inhibitor]	-27%	1%	0%	20%	1%
CC(C)(C)c1cnnn1-c1ccc(NC(=O)c2ccc(Br)o2)cc1	-7%	26%	-13%	-8%	3%	15%[38.3 µM]	-23%
